D2 agonist – activates the human D2 dopamine receptor; P14416; HEK293 T-REx D2 cells, calcium flux agonist mode; activation, % at 2 µM; 340,000 tested, 0.53% active;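 active means activation over 3 SD above normal in the single-dose calcium agonist read, cut at about 30% in these data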; further: 0% is about no effect
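Calcium-flux readout, 1 cycle/sec over 180 s following compound pin transfer, in inducible HEK293 Trex D2 cells (force-coupled); dopamine controls included. Positive calcium responses during this window marked compounds as potential agonists.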
LDHA block – inhibitors of human lactate dehydrogenase A; purified LDHA, NADH/diaphorase-resazurin fluorescence; hits give low values; activity change, % (values are at about 110 or 230 µM); 480,000 tested, 0.15% active; in the data active means activity change below about -30%; inconclusive means mostly about -25% to -30%;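 further: plate controls were DMSO wells for no effect and wells without enzyme for full effect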
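Remaining NADH was detected by diaphorase (0.133 mg/mL) converting 37 µM resazurin to fluorescent resorufin, read at 0 and 20 minutes. The preceding 5-minute room-temperature reaction used 2 nM LDHA, 0.2 mM sodium pyruvate and 0.06 mM NADH at pH 7.4.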
D2 antagonist – D2 dopamine receptor (human) antagonism; inhibition, % at 10 µM; 340,000 tested, 2% active; HEK293 TREx D2 cells, calcium flux, dopamine EC80; AID 485344; P14416; in the data active means inhibition above about 30%; further: 0% is about no effect
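Dopamine at EC80 is the agonist stimulus; test compounds precede it by 180 s. Calcium flux read kinetically in a force-coupled, inducible HEK293 T-REx D2 cell line.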
ERG-DNA inh – blocks human ERG Ets domain binding to DNA. Potency, µM (top dose mostly 76.9 µM), inactives show top-dose FP activity, negative = inhibition, hits mostly inhibitors. AID 624246. P11308. fluorescence polarization, His-ERG Ets domain / labelled DNA. 370,000 tested, 0.028% active; active means well fitted inhibition curve with a large enough effect in the polarisation, with a control signal flat; inconclusive means small, poorly fitted or top-dose-only effect, or effect the other way, or a change in a side signal; inactive means no such curve, though single readings can be large or run the other way; the % refers to the polarisation;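 further: polarization taken with two DNA probes labelled with fluorescein and Texas red; potency means the concentration at half of the fitted maximal effect; % of control where 0% means no effect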
Target sequence (P11308 whole entry, looked up, the tested form may be a part): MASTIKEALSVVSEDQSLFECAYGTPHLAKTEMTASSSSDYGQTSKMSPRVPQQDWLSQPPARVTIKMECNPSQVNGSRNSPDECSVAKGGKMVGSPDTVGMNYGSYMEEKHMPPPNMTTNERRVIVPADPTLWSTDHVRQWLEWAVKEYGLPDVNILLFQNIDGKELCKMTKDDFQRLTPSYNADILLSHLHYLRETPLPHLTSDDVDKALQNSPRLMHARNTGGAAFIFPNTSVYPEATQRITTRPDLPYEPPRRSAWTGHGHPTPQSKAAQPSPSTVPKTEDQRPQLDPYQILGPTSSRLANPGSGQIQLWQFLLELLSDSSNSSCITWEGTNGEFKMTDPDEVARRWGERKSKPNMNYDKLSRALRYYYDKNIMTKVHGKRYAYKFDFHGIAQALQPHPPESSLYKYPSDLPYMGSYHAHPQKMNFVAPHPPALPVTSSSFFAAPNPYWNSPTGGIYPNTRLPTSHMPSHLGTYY
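His-tagged ERG Ets domain (1 uM in the protein solution; 300mM KCl, 50mM Tris-HCl, 1mM EDTA, 1mM DTT, pH 7.5) received compound, then a probe mix of 5 nM fluorescein-DNA and 100nM Texas-615-DNA. Fluorescence polarization was read for both dyes.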
Vif-APOBEC3F blk – blocks the Vif interaction with APOBEC3F; HeLa A3F-eYFP + Vif (tagged APOBEC3F with the HIV-1 protein that degrades it), YFP fluorescence increase; Potency, µM (series often up to 46.1 µM), for inactives: top-dose activity, negative = active; 390,000 tested, 0.2% active; further: potency means the concentration at half of the fitted maximal effect; % of control where 0% means no effect; nearly all actives have a fitted effect of over 65% in size
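HeLa cells stably expressing Vif plus C-terminally eYFP-tagged A3F were seeded, incubated overnight at 37 deg C, dosed with compound, incubated overnight again at 37 deg C. Yellow fluorescence (Ex 488/Em 500-530) reported blocked Vif-mediated A3F-eYFP degradation.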
ALOX12 inh – ALOX12 (human) lipoxygenase inhibition; P18054; purified 12hLO, xylenol orange hydroperoxide absorbance; Potency, µM (top dose mostly 108 µM), inactives show at the top dose activity change, negative = inhibition, most hits filed as inhibitors; 580,000 tested, 1.1% active; AID 1671190; further: potency means the concentration at half of the fitted maximal effect; on the % scale 0 is the no-effect control and ±100 the full control effect
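Hydroperoxide product was detected by ferrous iron/xylenol orange as the 573 to 405 nm absorbance ratio. Arachidonic acid at 40 uM (final) was turned over for 30 min at room temperature by 150 nM human 12hLO, pH 7.0 Hepes buffer, after 15 min compound preincubation.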
Glioma ERSR ind – ER stress response induction in glioma | U87-MG GRP78 promoter luciferase reporter, 16 h | Potency, µM, for inactives: at the top dose activation, actives largely listed as activators | 420,000 tested, 0.02% active | AID 602332; further: potency means the concentration at half of the fitted maximal effect; series mostly up to about 76 µM; % of control where 0% means no effect; nearly all actives have a fitted effect of over 35% in size
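ERSR induction read as luciferase luminescence (Bright-Glo, 10 min at room temperature) in stably transfected human U87-MG glioma cells exposed to compounds for 16 h, using GRP78 as sensor.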
Vif-APOBEC3G blk – blocks the Vif interaction with human APOBEC3G | HeLa A3G-eYFP + Vif (tagged APOBEC3G with the HIV-1 protein that degrades it), YFP fluorescence, overnight | Potency, µM (highest dose often 46.1 µM), for the others: at the top dose activity, negative = active, hits mostly inhibitors | Q9HC16 | 410,000 tested, 0.076% active;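 further: potency means the concentration at half of the fitted maximal effect; on the % scale 0 is the no-effect control and ±100 the full control effect; nearly all actives have a fitted effect of over 60% in size; hits raise eYFP signal because A3G escapes Vif-driven loss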
Target sequence (Q9HC16 whole entry, looked up): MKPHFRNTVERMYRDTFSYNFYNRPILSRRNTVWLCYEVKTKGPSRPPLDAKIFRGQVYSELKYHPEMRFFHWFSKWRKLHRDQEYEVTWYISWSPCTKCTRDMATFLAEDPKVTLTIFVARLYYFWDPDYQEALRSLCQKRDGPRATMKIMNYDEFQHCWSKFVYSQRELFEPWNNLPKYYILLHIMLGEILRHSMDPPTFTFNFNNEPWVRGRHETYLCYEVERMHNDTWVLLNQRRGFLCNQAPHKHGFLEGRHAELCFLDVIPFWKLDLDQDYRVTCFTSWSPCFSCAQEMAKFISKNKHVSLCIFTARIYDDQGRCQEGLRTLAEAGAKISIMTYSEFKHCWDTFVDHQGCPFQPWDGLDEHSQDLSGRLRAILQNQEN
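HeLa cells stably expressing Vif and C-terminally eYFP-tagged A3G, seeded overnight at 37 deg C, then exposed to compound by pintool overnight at 37 deg C. Rise in yellow fluorescence (Ex 488/Em 500-530, Acumen) marks blocked Vif-driven A3G degradation.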
RGS4 inhibitor – blocks human RGS4-accelerated GTP hydrolysis. Transcreener GDP fluorescence polarization, RGS4-accelerated GTP hydrolysis. 390,000 tested, 0.039% active. Potency, µM (series often up to 114 µM), inactives show top-dose activity change, negative = inhibition, hits mostly inhibitors; further: potency means the concentration at half of the fitted maximal effect; on the % scale 0 is the no-effect control and ±100 the full control effect; nearly all actives have a fitted effect of over 75% in size; some results filed as inactive show a strong effect at the top dose
Target sequence (P49798 whole entry, looked up): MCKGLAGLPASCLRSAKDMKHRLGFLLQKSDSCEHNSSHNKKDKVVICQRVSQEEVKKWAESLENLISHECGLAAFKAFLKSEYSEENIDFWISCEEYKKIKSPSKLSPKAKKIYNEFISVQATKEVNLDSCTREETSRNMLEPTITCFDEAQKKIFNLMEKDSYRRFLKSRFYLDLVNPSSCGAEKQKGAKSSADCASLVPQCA
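MLSMR compounds (23 nl, pin-transferred) preincubated 10 min at room temperature with a 500nM (2x) first reagent, then RGS4 at 900nM (2x) plus Transcreener GDP mix added; fluorescence polarization (620/688 nm) read before and after 90 min at 30 °C.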
* marks the source's active call; other numbers are inactive results; ? = inconclusive; . = not tested or not shown; & = joins results of further samples; [ ] = remark or other dose. Unless noted, the call rests on the fitted dose curve; in most records, active means well fitted curve in the direction sought with a large enough effect; inconclusive means small, poorly fitted or top-dose-only effect, or another doubt; inactive means no such curve, though single readings can be large; an effect the other way counts as inactive or inconclusive. Only part of the results is shown; count on the stated rates, not on these rows.

SMILES | Vif-APOBEC3F blk | D2 agonist | D2 antagonist | RGS4 inhibitor | Glioma ERSR ind | ERG-DNA inh | Vif-APOBEC3G blk | LDHA block | ALOX12 inh
O=C(Nc1ccccc1C(=O)NCCCn1ccnc1)c1ccccc1 | -8% | 0.8 | 0 | -6% | -4% | 10% | 3% | 3 | 19%
O=C(CSc1nc2ccsc2c(=O)n1Cc1ccc(F)cc1)NCc1ccc(Cl)cc1 | 0% | 0.1 | . | -3% | -2% | 0% | 1% | -10 | -8%
Cc1cccn2c(=O)c(C(=O)NCCc3ccccc3)c(O)nc12 | 0% | 10 | . | 22% | 2% | 1% | 0% | 8 | -17%
CC(C)(C)NC(=O)CN(C(=O)C1(C)CC(=O)N=C2C=CC=CN21)C1CCCC1 (configuration not stated) | 3% | 0.9 | -3 | -29% | -4% | -1% | 1% | -3 | 6%
COc1ccc(C(=O)NNC2=NCCCCC2)cc1 | 11% | 0.0 | 6 | -10% | -7% | 25% | 3% | -7 | 9%
c1cnc(N2CC[N+]3(CCCC3)CC2)nc1 | -10% | . | . | 3% | -5% | 1% | 0% | -3 | 0%
CCOC(=O)C1(C)NC(c2ccc(OC)c(OC)c2)C2C(=O)N(c3cccc(C(C)=O)c3)C(=O)C21 (configuration not stated) | -3% | . | . | . | -1% | . | -2% | -4 | 8%
CCN(CC)C(=O)c1sc2c(c1C)c(=O)n(-c1ccc(Cl)c(Cl)c1)c(=O)n2CC(=O)Nc1cccc(OC)c1 | -2% | -0.2 | . | 2% | -4% | -2% | 2% | -7 | -24%
CC1(C(=O)Nc2cccc(C(F)(F)F)c2)Cc2c(-c3ccccc3)ccnc2O1 (configuration not stated) | . | . | . | . | -4% | . | -8% | 4 | -11%
CCOC(=O)CCNC(=O)Nc1ccc2nc(C)n(Cc3cccc(Cl)c3)c(=O)c2c1 | 1% | -1.8 | -15 | -12% | -2% | . | 3% | -4 | -22%
O=C(CSc1nccc(=O)[nH]1)Nc1cccc(S(=O)(=O)N2CCOCC2)c1 | 2% | 1.3 | 0 | -9% | -6% | 9% | 1% | -2 | -2%
CC1CCCC(C)N1C(=O)CN1c2cccc3cccc(c23)S1(=O)=O (configuration not stated) | 3% | . | . | -23% | -5% | 2% | 0% | 6 | -19%
Clc1cccc(N/N=C/c2ccc(N3CCOCC3)cc2)c1 | 3% | 0.6 | -11 | -10% | 1% | . | -7% | 4 | ?
Clc1ccc2[nH]c3c(NCCCN4CCOCC4)ncnc3c2c1 | -4% | 0.5 | -11 | -24% | -2% | -4% | 1% | -11 | -4%
c1ccc(-n2ncc3c2ncn2nc(CSc4nc5ccccc5s4)nc32)cc1 | 0% | . | . | -20% | -4% | 1% | 0% | -5 | 3%
Cc1nc2ccccc2c(=O)n1/N=C/c1c(O)ccc2oc3c(c12)CCCC3 | -7% | 0.7 | 16 | -10% | -5% | 5% | 0% | -1 | ?
Cc1ccc(-n2nnnc2C(Cl)c2nnnn2-c2ccc(C)cc2)cc1 | -1% | 4.4 | -2 | -43% | 7% | -5% | -1% | 1 | -28%
CC(C)n1cnc2c(N(C)c3cccc(Cl)c3)nc(N(CCO)CCO)nc21 | 1% | -0.3 | -16 | -17% | 0% | -5% | -6% | -1 | 0%
COCCNC(=O)c1cccc(NS(=O)(=O)c2cccc3cccnc23)c1 | 3% | . | . | 10% | -4% | 3% | 1% | -11 | ?
O=C(COC(=O)c1cccs1)Nc1cccc(S(=O)(=O)NC2=NCCCCC2)c1 | -4% | 14 | 12 | -4% | 0% | 4% | -3% | 0 | 0%
CC(=O)Nc1cccc(-c2nnc(SCC(=O)n3c4c(c5ccccc53)CCCC4)n2C)c1 | 6% | 0.5 | 6 | -1%[11.4 µM] | 0% | -2% | -8% | -11 | ?
Cc1ccccc1/C=N/N1C(=O)CSC1=S | 0% | 0.6 | -6 | -29% | -3% | 5% | -1% | -10 | -13%
COc1ncnc(OC)c1S(=O)(=O)Nc1ccc(C(F)(F)F)cc1 | 1% | 0.5 | -1 | 0% | -3% | 6% | 0% | -8 | 10%
O=C(O)C(CCCCN1C(=O)c2ccccc2C1=O)N1C(=O)c2ccccc2C1=O (configuration not stated) | -5% | -0.3 | -29 | -31% | -5% | 0% | -1% | -6 | 49%
Cc1cccc(-n2nc([N+](=O)[O-])c(=NCc3cccnc3)n2O)c1 | -2% | 0.4 | -6 | -3% | -2% | 3% | -18% | 14 | 4%
CCC(C)C(=O)Nc1nccs1 (configuration not stated) | 0% | 0.1 | -1 | -2% | -1% | -15% | 3% | -10 | 9%
CCN(CC(=O)Nc1ccccc1C(=O)OC)S(=O)(=O)c1ccc(OC)cc1 | 2% | 0.6 | -24 | 9% | -6% | -9% | 2% | -6 | 13%
CCCCc1nc(Cl)c(CO)n1Cc1ccc(-c2ccccc2-c2nn[nH]n2)cc1 | -3% | 0.2 | 6 | -15% | -3%&-1% | -8% | 1% | -8 | -10%
Cc1cc(C(=O)CCC(=O)N2CCN(c3ccccc3F)CC2)c(C)s1 | 1% | . | . | -11% | -3% | 5% | 0% | -4 | -9%
Nc1nc2cc(Cl)c(Br)cc2o1 | 4% | . | . | 34% | -2% | -20% | -11% | -4 | -12%
Cc1[nH]nc(SCC(=O)N2CCOCC2)c1[N+](=O)[O-] | 2% | 13 | -1 | -33% | -9% | 12% | 0% | -9 | -25%
COc1ccc(/C=N/n2cnnc2SCCO)cc1OC | 2% | 3.4 | -3 | -16% | 1% | 1% | 3% | -6 | 0%
CC(C)Oc1cccc(NC(=O)C2(C)CCCN(C)C2)c1 (configuration not stated) | . | . | . | . | -4% | . | -1% | -4 | 13%
Cc1nc(-c2ccc(Cl)cc2)sc1CCNC(=O)C(=O)Nc1ccc2c(c1)OCCO2 | -5% | 0.2 | . | 5% | -1% | -2% | -2% | -5 | -7%
COc1ccc(-c2noc(CCC(=O)O)n2)cc1 | 4% | 2.0 | 1 | 19% | -7% | 7% | 2% | -9 | -4%
c1ccc2c(c1)ncn2CCn1cnc2ccccc21 | -3% | -0.5 | -16 | -23%[56.9 µM] | 0% | 3% | 1% | -8 | 0%
COc1cccc(OCc2nc3ccccc3n2CCOc2ccc(C)cc2)c1 | 0% | . | . | -6% | -2% | 9% | -2% | 3 | 1%
CCc1cccc(C)c1NS(=O)(=O)c1c(C(=O)N2CCC(C)CC2)c(C)n(C)c1C | 7% | 1.2 | . | 25% | 1% | 0% | 5% | -4 | -8%
Cc1cc(Nc2ccc(F)cc2)c2ccccc2n1 | 8% | . | . | . | -8% | . | 5% | -2 | -17%
N=C1/C(=C\c2ccc(-c3cccc(Cl)c3)o2)C(=O)N=C2SC=C(c3ccccc3)N12 | -1% | -0.1 | -12 | -38% | 0% | -17% | -10% | -6 | 35µM*
Cc1ccc(C(=O)NCCSC(C)(C)C)cc1 | -9% | -0.1 | 3 | -12% | -13% | -1% | 1% | 1 | 7%
O=C(Nc1ccc(S(=O)(=O)Nc2ncccn2)cc1)c1cnc(Cl)c(Cl)c1 | 9% | 1.4 | 2 | 1% | 6% | -11% | 0% | -4 | 0%
CCOC(=O)C1=CN(Cc2ccco2)S(=O)(=O)N(CC)C1c1ccccc1 (configuration not stated) | -8% | . | . | -10% | -1% | 6% | -20% | -4 | -1%
O=C(CSc1nnc(-c2cccs2)n1Cc1ccco1)c1ccc2c(c1)OCO2 | 8% | -0.2 | -6 | -16% | 7% | -2% | -7% | -1 | -28%
CCOc1ccc(NC(=O)n2ncc3c(C)cccc32)cc1 | 0% | . | . | 13% | 8% | -3% | -1% | -13 | 12%
Cc1cc(C)cc(NC(=O)Cc2ccc(NC3=NC4CS(=O)(=O)CC4S3)cc2)c1 (configuration not stated) | 1% | -0.5 | 0 | 4% | 3% | 89%[activator] | -36% | -14 | 22%
COc1ccc(OC)c(CC(NC(C)=O)C(=O)NC2CCN(c3nnnn3-c3ccccc3)CC2)c1 (configuration not stated) | 1% | 1.1 | -15 | -6% | -2% | -8% | 3% | -2 | 11%
S=C(Nc1ccccc1)N1CCN(c2ccccn2)CC1 | 1% | 45* | 16 | 16% | -1% | -13% | -1% | -11 | 8%
COc1ccc(OC)c(N(CC(=O)NCCSc2ccccc2)S(C)(=O)=O)c1 | -3% | 0.4 | 4 | -10% | -3% | 1% | 0% | -3 | 0%
CCN(CC)CCNC(=O)CN1N=C(c2ccc(OC)cc2)CCC1=O | 7% | -0.3 | . | -1% | -1% | -3% | -10% | 0 | -24%
CCc1ccc(-n2c(=O)c3cccnc3n2CC(=O)NCc2ccc(F)cc2)cc1 | -10% | 0.7 | . | -7% | 0% | 1% | -12% | -6 | 8%
C=CCNS(=O)(=O)c1nc(C)c(Cl)c(C)c1C#N | -1% | 0.3 | -6 | -14% | -5% | 10% | -7% | -7 | -21%
CCOc1ccc(CCNC(=O)COC(=O)/C=C/c2cccc(OC)c2)cc1OCC | -20% | -0.1 | -4 | 8% | -2% | 3% | -1% | -8 | -25%
CCn1c2c(c(=O)n3ncc(C(=O)Nc4ccc(F)c(Cl)c4)c13)CN(Cc1ccc(OC)cc1)CC2 | 3% | -0.9 | . | -27% | -4% | 18% | -2% | 4 | ?
O=C1c2ccccc2C(=O)N1Cc1nc2ccccc2c(=O)n1CCN1CCOCC1 | -6% | . | . | 3% | -6% | 1% | 0% | 0 | -16%
Cc1cc(C(=O)CSc2nnc(-c3ccccc3)o2)c(C)n1CC1COc2ccccc2O1 (configuration not stated) | -6% | 0.5 | -17 | -21% | -6% | -1% | 0% | -13 | 0%
